Screens: PubChem, National Center for Advancing Translational Sciences (NCATS)
RORg inh: qHTS for inhibitors of ROR gamma transcriptional activity; Nuclear receptor ROR-gamma (Mus musculus), P51450; Drosophila S2 Gal4-RORgamma UAS-luciferase reporter, 20 h; Potency, µM (top dose mostly 53.6 µM), inactives show at the highest dose activity change, negative = inhibition, hits mostly inhibitors; 310,000 compounds, 5.4% hits; further: potency means the concentration at half of the fitted maximal effect; on the % scale 0 is the no-effect control and ±100 the full control effect; nearly all actives have a fitted effect of over 60% in size
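Luciferase reporter read in Schneider cells carrying Gal4-RORγ (mouse) and UAS-Photinus luciferase; cells given compound 1 h before 700 uM copper sulfate induction, then incubated 20 h at ambient temperature.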
ELG1 DNA repair: qHTS screen for small molecules that inhibit ELG1-dependent DNA repair in human embryonic kidney (HEK293T) cells expressing luciferase-tagged ELG1; HEK293T ELG1-luciferase reporter, luminescence, 16 h; DNA damage induced by 5-fluorouridine; Potency, µM (series often up to 46.1 µM), without a hit: at the top dose activity change, negative = inhibition, usual class: inhibitors; 330,000 compounds, 2.3% hits; AID 504467, 2011; further: potency means the concentration at half of the fitted maximal effect; on the % scale 0 is the no-effect control and ±100 the full control effect; nearly all actives have a fitted effect of over 55% in size
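In this reporter screen, reduction of luminescence relative to DMSO vehicle indicated activity. Compounds and 5-fluorouridine were added together to 2,000 cells per well, incubated for 16 hr at 37 °C, then developed with ONE-Glo.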
p53 reactivator: qHTS assay for re-activators of p53 using a Luc reporter; H1299 p53-A138V BP100-luciferase reporter, luminescence, 24 h; Potency, µM (titrated, usually from 92.2 µM), for the others: top-dose activity change, positive = activation, actives largely listed as activators; 320,000 compounds, 0.063% hits; AID 504706, 2011; further: potency means the concentration at half of the fitted maximal effect; % of control where 0% means no effect; nearly all actives have a fitted effect of over 45% in size
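p53-null H1299 cells stably carrying temperature-sensitive p53-A138V and a BP100-luciferase reporter were pinned with compounds (4-point, 1:5 series) and held 24 hrs at 37 deg C. Luminescence was read 10 min after detection reagent.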
NPC1 prom act: qHTS Assay for NPC1 Promoter Activators; Huh7 NPC1 promoter luciferase reporter, 24 h; Potency, µM (series often up to 9.22 µM), for inactives: at the top dose activation, usual class: activators; 320,000 compounds, 2.4% hits; AID 485313, 2010;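 further: potency means the concentration at half of the fitted maximal effect; % of control where 0% means no effect; nearly all actives have a fitted effect of over 60% in size; reporter is driven by a mutant NPC1 promoter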
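NPC1 promoter–luciferase Huh7 cells; 24 h compound; luminescence.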
FLuc modulator: qHTS profiling assay for firefly luciferase inhibitor/activator using purifed enzyme and Km concentrations of substrates (counterscreen for miR-21 project) | purified FLuc, Km substrates, luminescence inhibition | Potency, µM (titrated, usually from 57.5 µM), for inactives: top-dose activity change, negative = inhibition, hits mostly inhibitors | 360,000 compounds, 6.9% hits;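 further: potency means the concentration at half of the fitted maximal effect; plate controls were vehicle for no effect and reference inhibitor for full effect; nearly all actives have a fitted effect of over 55% in size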
Target sequence (P08659 whole entry, looked up): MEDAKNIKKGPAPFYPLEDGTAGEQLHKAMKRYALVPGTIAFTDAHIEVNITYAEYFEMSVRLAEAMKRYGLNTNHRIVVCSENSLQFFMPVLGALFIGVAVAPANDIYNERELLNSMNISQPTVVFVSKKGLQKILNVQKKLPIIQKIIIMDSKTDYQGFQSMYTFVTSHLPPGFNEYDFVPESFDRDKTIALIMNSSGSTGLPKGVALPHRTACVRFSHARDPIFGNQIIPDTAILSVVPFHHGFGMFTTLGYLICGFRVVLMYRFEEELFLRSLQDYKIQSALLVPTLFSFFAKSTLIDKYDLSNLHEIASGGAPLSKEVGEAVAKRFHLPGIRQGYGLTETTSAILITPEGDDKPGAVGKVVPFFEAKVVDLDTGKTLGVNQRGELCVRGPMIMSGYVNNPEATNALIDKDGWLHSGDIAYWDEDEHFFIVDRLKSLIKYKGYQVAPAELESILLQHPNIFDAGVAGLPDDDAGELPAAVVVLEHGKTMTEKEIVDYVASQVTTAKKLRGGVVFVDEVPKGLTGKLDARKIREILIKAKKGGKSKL
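Biochemical qHTS of compounds, final roughly 60 µM downward over six points, against 10 nM purified firefly luciferase using Km concentrations of substrates (10 uM D-luciferin, 10 uM ATP) in Tris acetate pH 7.5 buffer; luminescence output.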
Gal4-VP16 FLuc: VP16 counterscreen qHTS for inhibitors of ROR gamma transcriptional activity | Drosophila S2 Gal4-VP16 UAS-luciferase, luminescence, 20 h | 310,000 compounds, 3.5% hits | AID 2546, 2010 | Potency, µM (doses to about 53.6 µM), for inactives: at the highest dose activity, negative = inhibition, usual class: inhibitors;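 further: Gal4-VP16 expression switched on by copper sulfate through the metallothionein promoter; potency means the concentration at half of the fitted maximal effect; on the % scale 0 is the no-effect control and ±100 the full control effect; nearly all actives have a fitted effect of over 50% in size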
TRPV1 ag: HTS Assay for Compounds that Act as Agonists of the Vanilloid Receptor 1. Transient receptor potential cation channel subfamily V member 1 (Homo sapiens), Q8NER1. TRPV1-expressing cells, Fluo-8 calcium influx, agonist mode. activation, % at 8.33 µM. 320,000 compounds, 0.19% hits; in the data active means activation above about 80%; inconclusive means between about 30% and that limit; further: 0% is about no effect
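Fluo-8 calcium influx in TRPV1-expressing cells, kinetic read (ex 480/em 520 nm). Compound added and read 3 min for agonist activity, followed by capsaicin at EC20 final and 2 min further read for enhancement.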
Tb PFK inh: qHTS Assay to Find Inhibitors of T. brucei phosphofructokinase; ATP-dependent 6-phosphofructokinase (Trypanosoma brucei brucei), O15648; T. brucei PFK, ADP-Glo luminescence; Potency, µM (series often up to 57.5 µM), for inactives: at the top dose activity, negative = inhibition, usual class: inhibitors; 330,000 compounds, 0.17% hits;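 further: potency means the concentration at half of the fitted maximal effect; 0% = uninhibited 1x PFK enzyme wells and -100% = no-enzyme wells; nearly all actives have a fitted effect of over 60% in size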
Target sequence (O15648 whole entry, looked up): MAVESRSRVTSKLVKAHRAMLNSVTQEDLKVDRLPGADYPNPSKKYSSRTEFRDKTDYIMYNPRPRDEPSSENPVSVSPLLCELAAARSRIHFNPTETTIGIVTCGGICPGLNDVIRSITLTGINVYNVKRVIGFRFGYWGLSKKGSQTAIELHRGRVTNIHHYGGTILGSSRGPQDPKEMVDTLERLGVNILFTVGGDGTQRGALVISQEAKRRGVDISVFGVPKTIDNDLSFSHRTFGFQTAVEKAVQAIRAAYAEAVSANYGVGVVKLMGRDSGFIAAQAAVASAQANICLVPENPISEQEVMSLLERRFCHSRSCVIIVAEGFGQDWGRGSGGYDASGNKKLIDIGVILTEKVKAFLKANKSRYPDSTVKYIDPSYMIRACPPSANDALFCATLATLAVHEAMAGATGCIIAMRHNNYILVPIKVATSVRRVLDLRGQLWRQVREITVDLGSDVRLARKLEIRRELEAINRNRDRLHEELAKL
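1.25 nM PFK with 0.5 mM F6P and 0.1 mM ATP in 0.1 M TEA pH 8.0, 5 mM MgCl2, incubated 45 min at room temperature; ADP measured by ADP-Glo luminescence; compounds titrated up to 57 uM.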
Rab9 prom act: qHTS Assay for Rab9 Promoter Activators; Huh7 Rab9 promoter-luciferase reporter, luminescence, 24 h; Potency, µM (titrated, usually from 9.22 µM), inactives show top-dose activation, negative = inhibition, most hits filed as activators; 320,000 compounds, 2.8% hits; AID 485297, 2010; further: potency means the concentration at half of the fitted maximal effect; % of control where 0% means no effect; nearly all actives have a fitted effect of over 60% in size
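Stable Rab9-luc Huh7, 1500 cells/well, 2 h settle; cmpd in DMSO, 24 h, 37 °C/5% CO2; luciferase reagent 10 min RT; luminescence.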
BRCA1 expr act: qHTS Assay to Identify Small Molecule Activators of BRCA1 Expression | MCF7-BRCA1-FFLuc reporter, luminescence, 48 h; response scale: scaled: vehicle 0%, 10 µM genistein 100% | Potency, µM (titrated, usually from 46.1 µM), for the others: top-dose activation, most hits filed as activators | 380,000 compounds, 1.1% hits | AID 624202, 2012; further: potency means the concentration at half of the fitted maximal effect; nearly all actives have a fitted effect of over 80% in size; some results filed as inactive show a strong effect at the top dose
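Luminescence from a BRCA1-driven firefly luciferase in MCF7 cells was the read-out, taken 15 min after substrate addition following 48 h compound exposure at 37 °C. Data were normalized to a 10 microM genistein control and DMSO vehicle.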
ELG1 genotox: qHTS screen for small molecules that induce genotoxicity in human embryonic kidney (HEK293T) cells expressing luciferase-tagged ELG1; HEK293T ELG1-luciferase reporter, luminescence, 16 h; Potency, µM (series often up to 46 µM), for inactives: at the highest dose activity change, positive = activation, most hits filed as activators; 330,000 compounds, 1.3% hits; further: potency means the concentration at half of the fitted maximal effect; % of control where 0% means no effect; nearly all actives have a fitted effect of over 60% in size
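Luminescence read-out: rising ELG1-luciferase signal, reflecting elevated ELG1 protein under genetic stress, flags genotoxic compounds. Cells were treated for 16 hr at 37 °C before ONE-Glo detection.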
Numbers without * were called inactive; [ ] = remark or other dose. Unless noted, the call rests on the fitted dose curve; in most records, active means well fitted curve in the direction sought with a large enough effect; inconclusive means small, poorly fitted or top-dose-only effect, or another doubt; inactive means no such curve, though single readings can be large; an effect the other way counts as inactive or inconclusive.

What do the screens show for `Nc1cc(Cl)ccc1C(=O)OCC(=O)NC1CCCCCCC1`?
ELG1 DNA repair: inconclusive; p53 reactivator: inconclusive; NPC1 prom act: 5%; FLuc modulator: 1%; TRPV1 ag: 5; Tb PFK inh: -8%; Rab9 prom act: 14%; BRCA1 expr act: 2%; ELG1 genotox: 0%

Results for CC(C)Oc1ccc(C(=O)N(CN2CCCC2=O)c2ccc(F)cc2)cc1 ?
RORg inh: 17%; ELG1 DNA repair: inconclusive; p53 reactivator: -4%; NPC1 prom act: -1%; FLuc modulator: -4%; Gal4-VP16 FLuc: 9%; TRPV1 ag: 15; Tb PFK inh: 2%; Rab9 prom act: -2%; BRCA1 expr act: 3%; ELG1 genotox: 3%

What do the screens show for `COC(=O)C(NC(=O)c1ccco1)(Nc1cc(C)ccn1)C(F)(F)F` (stereo not given)?
RORg inh: -19%; ELG1 DNA repair: 2%; p53 reactivator: -2%; NPC1 prom act: 0%; FLuc modulator: 3%; Gal4-VP16 FLuc: -6%; TRPV1 ag: 1; Tb PFK inh: 0%; Rab9 prom act: -1%; BRCA1 expr act: -4%; ELG1 genotox: 1%

Results for CCN(CC)S(=O)(=O)c1ccc(OC)c(NC(=O)/C=C/c2ccco2)c1 ?
RORg inh: -15%; ELG1 DNA repair: 23µM*; p53 reactivator: 0%; NPC1 prom act: 8%; FLuc modulator: -12%; Gal4-VP16 FLuc: 1%; TRPV1 ag: 11; Tb PFK inh: inconclusive; Rab9 prom act: 0%; BRCA1 expr act: -14%; ELG1 genotox: -7%

Results for C/C(=N\Nc1ccc(S(N)(=O)=O)cc1[N+](=O)[O-])c1ccccc1O ?
RORg inh: -22%; ELG1 DNA repair: -11%; p53 reactivator: 9%; NPC1 prom act: 0%; FLuc modulator: 3%; Gal4-VP16 FLuc: 1%; TRPV1 ag: 2; Tb PFK inh: 1%; Rab9 prom act: -6%; BRCA1 expr act: -12%; ELG1 genotox: 4%

What do the screens show for `CC1(c2nnc(Cc3ccccc3)o2)CC(c2cccc(Cl)c2)=NO1` (stereo not given)?
RORg inh: 24%; ELG1 DNA repair: 1%; p53 reactivator: -4%; NPC1 prom act: -7%; FLuc modulator: 1%; Gal4-VP16 FLuc: -20%; TRPV1 ag: 18; Tb PFK inh: 4%; Rab9 prom act: -3%; BRCA1 expr act: -4%; ELG1 genotox: 3%

Results for C/C(=N\Nc1nc(C)cc(-c2ccccc2)n1)c1ccccc1 ?
RORg inh: 3.5µM*; ELG1 DNA repair: inconclusive; p53 reactivator: -6%; NPC1 prom act: 20%; FLuc modulator: 2.7µM*; Gal4-VP16 FLuc: 5µM*; TRPV1 ag: 17; Tb PFK inh: 2%; Rab9 prom act: -6%; BRCA1 expr act: -41%; ELG1 genotox: -4%

What do the screens show for `CCN(Cc1cccs1)C(=O)CN1CCN(S(=O)(=O)c2ccc3c(c2)OCCCO3)CC1`?
ELG1 DNA repair: -5%; p53 reactivator: 2%; NPC1 prom act: -1%; FLuc modulator: -1%; TRPV1 ag: 2; Tb PFK inh: 1%; Rab9 prom act: 1%; BRCA1 expr act: -12%; ELG1 genotox: -4%

How did CCOC(=O)/C=C/C(=O)OCC(=O)Nc1cccc(Br)c1 do in these assays?
RORg inh: -6%; ELG1 DNA repair: -10%; p53 reactivator: -1%; NPC1 prom act: 2%; FLuc modulator: 7%; Gal4-VP16 FLuc: -9%; TRPV1 ag: 1; Tb PFK inh: -23%; Rab9 prom act: 0%; BRCA1 expr act: 5%; ELG1 genotox: -1%

How did COc1ccc(-n2c(C)cc(C(=O)CN3C(=O)C(=O)N(Cc4ccccc4)C3=O)c2C)cc1 do in these assays?
RORg inh: -26%; ELG1 DNA repair: -15%; p53 reactivator: 0%; NPC1 prom act: -14%; FLuc modulator: -13%; Gal4-VP16 FLuc: -4%; TRPV1 ag: 6; Tb PFK inh: 6%; Rab9 prom act: 1%; BRCA1 expr act: -39%; ELG1 genotox: -3%

Results for COc1ccc(N2C(=O)C3CCCN3C2c2ccc(F)cc2)cc1Cl (stereo not given) ?
RORg inh: -12%; ELG1 DNA repair: 19%; p53 reactivator: -1%; NPC1 prom act: 2%; FLuc modulator: 3%; Gal4-VP16 FLuc: 0%; TRPV1 ag: 1; Tb PFK inh: -2%; Rab9 prom act: -2%; BRCA1 expr act: 2%; ELG1 genotox: 14%

How did CN(C)/C=C(\C#N)C(=O)Nc1ccc(F)cc1 do in these assays?
RORg inh: 9%; ELG1 DNA repair: inconclusive; p53 reactivator: 4%; NPC1 prom act: 28%; FLuc modulator: inconclusive; Gal4-VP16 FLuc: inconclusive; TRPV1 ag: 5; Tb PFK inh: -2%; Rab9 prom act: inconclusive; BRCA1 expr act: inconclusive; ELG1 genotox: inconclusive

What do the screens show for `O=C1CNC(=S)N1Cc1ccccc1Cl`?
RORg inh: -23%; ELG1 DNA repair: 1%; p53 reactivator: -1%; NPC1 prom act: 0%; FLuc modulator: 1%; Gal4-VP16 FLuc: 6%; TRPV1 ag: 1; Tb PFK inh: -4%; Rab9 prom act: -3%; BRCA1 expr act: -14%; ELG1 genotox: -1%

How did COc1ccc(CN(C)CC(=O)Nc2ccccc2-c2ccccc2)c(OC)c1 do in these assays?
RORg inh: 5%; ELG1 DNA repair: inconclusive; p53 reactivator: 5%; NPC1 prom act: -6%; FLuc modulator: -11%; Gal4-VP16 FLuc: -2%; TRPV1 ag: inconclusive; Tb PFK inh: 7%; Rab9 prom act: 9%; BRCA1 expr act: -27%; ELG1 genotox: -10%

How did O=C1CCCc2nc(NCc3ccco3)ncc21 do in these assays?
RORg inh: -3%; ELG1 DNA repair: inconclusive; p53 reactivator: 1%; NPC1 prom act: 14%; FLuc modulator: 5%; Gal4-VP16 FLuc: 16%; TRPV1 ag: -2; Tb PFK inh: 1%; Rab9 prom act: 0%; BRCA1 expr act: 14%; ELG1 genotox: 7%

How did Cc1ccccc1CC(=O)N1CCCc2ccccc21 do in these assays?
RORg inh: 3%; ELG1 DNA repair: 5%; p53 reactivator: 3%; NPC1 prom act: -6%; FLuc modulator: 0%; Gal4-VP16 FLuc: 0%; TRPV1 ag: 7; Tb PFK inh: -2%; Rab9 prom act: 0%; BRCA1 expr act: 1%; ELG1 genotox: 3%

What do the screens show for `CC(C)COC(=O)N(C)c1ccc(C(O)(C(F)(F)F)C(F)(F)F)cc1`?
RORg inh: -16%[0.365 µM]; ELG1 DNA repair: -18%; p53 reactivator: 40%; NPC1 prom act: 8%; FLuc modulator: -16%; TRPV1 ag: 5; Tb PFK inh: 4%; Rab9 prom act: 12%; BRCA1 expr act: -3%; ELG1 genotox: inconclusive

Results for O=C(Cn1c(C(=O)N2CCN(C3CCCCC3)CC2)cc2sccc21)c1ccccc1 ?
RORg inh: -16%; ELG1 DNA repair: -12%; p53 reactivator: 14%; NPC1 prom act: 1%; FLuc modulator: -2%; Gal4-VP16 FLuc: -6%; TRPV1 ag: 1; Tb PFK inh: 0%; Rab9 prom act: -1%; BRCA1 expr act: -31%; ELG1 genotox: -2%

Compounds above containing a thiophene ring, fused or not:
What do the screens show for `CCN(Cc1cccs1)C(=O)CN1CCN(S(=O)(=O)c2ccc3c(c2)OCCCO3)CC1`?
ELG1 DNA repair: -5%; p53 reactivator: 2%; NPC1 prom act: -1%; FLuc modulator: -1%; TRPV1 ag: 2; Tb PFK inh: 1%; Rab9 prom act: 1%; BRCA1 expr act: -12%; ELG1 genotox: -4%

Results for O=C(Cn1c(C(=O)N2CCN(C3CCCCC3)CC2)cc2sccc21)c1ccccc1 ?
RORg inh: -16%; ELG1 DNA repair: -12%; p53 reactivator: 14%; NPC1 prom act: 1%; FLuc modulator: -2%; Gal4-VP16 FLuc: -6%; TRPV1 ag: 1; Tb PFK inh: 0%; Rab9 prom act: -1%; BRCA1 expr act: -31%; ELG1 genotox: -2%

An unsorted share of the library; any-hit rate near 15%.
